Screening results as filed in PubChem BioAssay.
EPAC2 antagonist – antagonists of human EPAC2; Potency, µM (titrated, usually from 114 µM), inactives show top-dose activity, negative = inhibition, hits mostly inhibitors; EPAC2 GEF exchange of Rap1B-BODIPY-GDP, fluorescence; Q8WZA2; 360,000 compounds, 0.18% hits; note: potency is the fitted concentration of half-maximal effect; % is set by controls: 0 for no effect and ±100 for the full control effect; nearly all actives have a fitted effect of over 45% in size; many of its hits are not listed in these tables
Target sequence (Q8WZA2 whole entry, looked up): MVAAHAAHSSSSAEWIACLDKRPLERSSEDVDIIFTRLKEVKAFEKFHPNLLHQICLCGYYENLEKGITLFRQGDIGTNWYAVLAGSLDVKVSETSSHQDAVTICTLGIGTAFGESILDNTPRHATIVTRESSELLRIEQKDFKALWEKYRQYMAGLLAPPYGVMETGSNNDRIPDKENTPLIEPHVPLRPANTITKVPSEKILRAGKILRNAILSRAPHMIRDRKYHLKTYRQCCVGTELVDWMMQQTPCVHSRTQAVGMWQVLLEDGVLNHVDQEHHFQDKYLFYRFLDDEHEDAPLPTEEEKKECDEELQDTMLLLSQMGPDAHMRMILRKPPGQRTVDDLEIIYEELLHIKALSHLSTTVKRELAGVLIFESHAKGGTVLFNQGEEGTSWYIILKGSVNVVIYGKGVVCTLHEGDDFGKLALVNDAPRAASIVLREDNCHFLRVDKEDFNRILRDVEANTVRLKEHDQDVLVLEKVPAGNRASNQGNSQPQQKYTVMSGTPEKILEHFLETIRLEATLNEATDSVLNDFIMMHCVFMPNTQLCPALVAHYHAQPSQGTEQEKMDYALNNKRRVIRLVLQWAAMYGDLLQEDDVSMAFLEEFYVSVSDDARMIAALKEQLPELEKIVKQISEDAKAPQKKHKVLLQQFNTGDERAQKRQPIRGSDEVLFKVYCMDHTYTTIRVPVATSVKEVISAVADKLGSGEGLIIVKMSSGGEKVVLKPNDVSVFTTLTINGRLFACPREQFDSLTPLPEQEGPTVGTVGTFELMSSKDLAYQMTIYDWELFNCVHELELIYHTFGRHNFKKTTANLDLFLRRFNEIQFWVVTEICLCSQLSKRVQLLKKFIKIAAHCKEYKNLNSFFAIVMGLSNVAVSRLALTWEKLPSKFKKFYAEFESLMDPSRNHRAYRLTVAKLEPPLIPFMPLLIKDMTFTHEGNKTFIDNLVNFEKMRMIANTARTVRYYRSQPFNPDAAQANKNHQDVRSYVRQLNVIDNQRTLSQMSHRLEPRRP
FUS yeast rescue – rescues growth of FUS-expressing yeast; S. cerevisiae FUS-expressing, growth rescue, OD600, 24 h; Potency, µM (top dose mostly 76.6 µM), for inactives: at the highest dose growth rescue (activation), actives largely listed as activators; 390,000 compounds, 0.24% hits; AID 1347120;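 note: potency is the fitted concentration of half-maximal effect; plate controls were DMSO vehicle for no effect and reference control for full effect; nearly all actives have a fitted effect of over 55% in size; some results filed as inactive show a strong effect at the top dose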
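Yeast FUS proteinopathy model; galactose-induced FUS (2%), starting OD 0.005. Cpds in dilution series, 24hr, 30C, 99% humidity. Abs 600 nm growth. Pos ctrl CP55940 (top 92uM final); neg ctrl DMSO.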
Abeta yeast res – A-beta toxicity reversal in yeast; Potency, µM (top dose mostly 46.1 µM), inactives show at the top dose growth rescue, usual class: activators; 410,000 compounds, 0.063% hits; yeast expressing A-beta42, growth rescue, OD600, 48 h; response scale: 0% DMSO, 100% iron-clioquinol control; note: potency is the fitted concentration of half-maximal effect; nearly all actives have a fitted effect of over 55% in size
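Yeast growth medium received pinned compounds, then yeast cells expressing toxic A-beta were added; plates incubated at 30 C for 48 hr. Growth read as absorbance at 600 nm, normalized to DMSO and equimolar FeCl3 plus clioquinol controls.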
EPAC2 ag – activates human EPAC2 exchange factor | Q8WZA2 | EPAC2 activation, biochemical qHTS; response scale: 100% = 6.5 mM cAMP response | Potency, µM (series often up to 154 µM), for the others: at the top dose activation, actives largely listed as activators | 360,000 compounds, 0.079% hits | AID 720711; note: potency is the fitted concentration of half-maximal effect; nearly all actives have a fitted effect of over 50% in size
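Exchange assay: 100 nM EPAC2 with 250 nM Rap1B-BODIPY-GDP and 50 uM GDP. Fluorescence (ex 480/em 540 nm) read every 5 min for 30 min at room temperature. Data normalized to 6.5 mM cAMP as agonist control.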
DRD3 antagonist – D3 dopamine receptor (human) antagonism | D3R cells, DiscoveRx beta-arrestin luminescence, antagonist mode; active compounds read low | 360,000 compounds, 2.5% hits | max response, negative = inhibition, %; in the data active = max response below about -50%; inconclusive = no clear call, values can overlap the other calls; note: % is set by controls: 0 for no effect and ±100 for the full control effect; mostly tested at two doses, the higher about 12 µM
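Cells plated overnight at 1500 cells/well, then exposed to library compounds with dopamine controls for 90 minutes at 37 degrees C. DiscoveRx reagent added for 30–60 minutes at room temperature; luminescence read, quantitative HTS format.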
TDP-43 yeast inh – inhibitors of TDP-43 toxicity in yeast | TDP-43 expressing yeast growth rescue, BacTiter-Glo, 24 h | Potency, µM (doses to about 46.1 µM), without a hit: top-dose growth rescue (activation), actives largely listed as activators | 410,000 compounds, 1.8% hits; note: potency is the fitted concentration of half-maximal effect; % of control where 0% means no effect; nearly all actives have a fitted effect of over 50% in size
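Cell-based yeast growth screen: TDP-43 expression induced in galactose, inoculum OD600=0.02 after raffinose pregrowth to mid-log. Read-out BacTiter-Glo luminescence at 24 hr, 30 deg C; inhibition of toxicity seen as signal increase.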
aSyn rescue – inhibitors of alpha-synuclein toxicity in yeast | Potency, µM (doses to about 46.1 µM), without a hit: top-dose growth rescue (activation), usual class: activators | 370,000 compounds, 0.14% hits | Yeast expressing alpha-synuclein, growth rescue, BacTiter-Glo, 24 h; note: potency is the fitted concentration of half-maximal effect; % of control where 0% means no effect; nearly all actives have a fitted effect of over 65% in size
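Galactose-induced alpha-syn yeast (OD600=0.02, raffinose-pregrown) + pinned cpd, 24 hr, 30 deg C; growth by BacTiter-Glo luminescence. Growth restoration scores as activation.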
DRD3 agonist – agonists of human D3 dopamine receptor | P35462 | max activation, % | 410,000 compounds, 0.58% hits | D3R DiscoveRx beta-arrestin cells, luminescence, 90 min | AID 652048; in the data active = max activation above about 30%; note: 0% is about no effect; mostly tested at two doses, the higher about 12 µM
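Agonist mode: compounds and dopamine controls were applied to plated cells for 90 min at 37 degrees C after an overnight attachment at 1500 cells/well. Luminescent read-out followed 30 - 60 minutes at room temperature with DiscoveRx detection reagent.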
Starred values were filed as active, the others as inactive; ? = inconclusive; . = not tested or not shown; [ ] = dose if it differs, or a comment. Unless noted, calls come from the whole dose curve; as a rule, active = well fitted curve in the direction sought with a large enough effect; inconclusive = small, poorly fitted or top-dose-only effect, or another doubt; inactive = no such curve, though single readings can be large; an effect the other way counts as inactive or inconclusive. Only part of the results is shown, so the mix of outcomes need not match the whole.

Codes: A = EPAC2 antagonist; B = FUS yeast rescue; C = Abeta yeast res; D = EPAC2 ag; E = DRD3 antagonist; F = TDP-43 yeast inh; G = aSyn rescue; H = DRD3 agonist
1. CC(=O)NN1C(=O)c2ccccc2NC1c1ccccn1 (stereo not given)
  A: 1%; B: 21%; C: -8%; D: 6%; E: ?; F: 2%; G: -6%; H: -2

2. Cc1nc(CNC(=O)c2cc(COc3c(F)cccc3F)on2)cs1
  A: 5%; B: 15%; C: 0%; D: 3%; E: 10; F: 7%; G: -2%; H: 6

3. COc1ccc([C@H]2C[C@@H](n3cc(COC(=O)c4ccccc4)nn3)[C@H](O)CN2C(=O)C2CCCCC2)cc1
  A: -7%; B: ?; C: 14%; D: 1%; E: -11; F: 0%; G: 1%; H: 2

4. O=C(CC1CC2CCC1C2)OCC(=O)c1c[nH]c2ccccc12 (stereo not given)
  A: -16%; B: 25%; C: -18%; D: 13%; E: 1; F: -9%; G: 1%; H: 2

5. CC(C)(C)c1ccc(S(=O)(=O)NCC(=O)Nc2sc3c(c2C(N)=O)CCCC3)cc1
  A: -1%; B: -4%; C: 4%; D: -15%; E: -1; F: 5%; G: 0%; H: 5

6. Cc1ccc(OCC(=O)Nc2ccncc2)cc1C
  A: 3%; B: -8%; C: -4%; D: -7%; E: 12; F: ?; G: 0%; H: 5

7. CCn1ncc(/C=N/O)c1C
  A: 15%; B: -21%; C: -10%; D: 4%; E: -4; F: -7%; G: -4%; H: -7

8. COc1ccc(NC(=O)CN(C)C(=O)c2cccc3ccccc23)cc1
  A: 5%; B: 6%; C: 7%; D: -5%; E: -9; F: 13%; G: 17%; H: -7

9. O=C(Nc1ccccc1F)c1cnccn1
  A: 6%; B: -25%; C: -18%; D: 13%; E: 1; F: -12%; G: -1%; H: 6

10. Cc1ccccc1CNC(=O)c1ccc2nc([C@@H]3O[C@H](CO)[C@H](O)[C@H](O)[C@H]3O)[nH]c2c1
  A: 8%; B: 1%; C: -4%; D: 10%; E: -19; F: 5%; G: 18%; H: -10

11. COC(=O)c1ccc(OCC2c3cc(OC)c(OC)cc3CCN2C(=O)c2ccc(F)cc2)cc1 (stereo not given)
  A: .; B: ?; C: -23%; D: .; E: .; F: 35µM*; G: 9%; H: -6

12. Cn1cccc1C(=O)OCC(=O)c1cc2ccccc2o1
  A: 0%; B: ?; C: 13%; D: 17%; E: 12; F: 6%; G: 2%; H: 1

13. O=C(Cn1cc2c(n1)CCCC2)Nc1cc(C(F)(F)F)ccc1Cl
  A: .; B: -17%; C: -1%; D: .; E: .; F: 26%[9.22 µM]; G: .; H: -2

14. CCOC(=O)c1sc2ncc([N+](=O)[O-])cc2c1N
  A: 9%; B: 0%; C: 25%; D: -1%; E: 18; F: 27%; G: 8%; H: 3

15. Cc1c(CC(=O)N[C@@H](C)C(=O)O)c(=O)oc2c(C)c3occ(-c4ccccc4)c3cc12
  A: -29%; B: 13%; C: -17%; D: 4%; E: 2; F: -12%; G: 3%; H: -4

16. CC(C)CNC(=O)CSc1nnc2ccccn12
  A: 2%; B: 12%; C: 7%; D: 0%; E: 0; F: .; G: 4%; H: -1

17. COc1ccc(COC(=O)C2=C(C)NC(=O)NC2c2ccc(OC)c(OC)c2)cc1 (stereo not given)
  A: -1%; B: 12%; C: -18%; D: 6%; E: 0; F: 9%; G: ?; H: 1

18. CCOc1cc(/C=C2/C(=N)N3C(=NC2=O)SN=C3S(=O)(=O)CC)ccc1OC(=O)c1ccco1
  A: -19%; B: 13%; C: .; D: 1%; E: -2; F: -4%; G: 0%; H: 0

19. COc1ccc(S(=O)(=O)N2CCc3ccccc32)cc1C(=O)NCCc1ccc(S(N)(=O)=O)cc1
  A: -3%; B: -2%; C: 6%; D: 4%; E: 15; F: 12%; G: 4%; H: 5

20. CCNc1nc2c(cnn2C)c(=O)[nH]1
  A: -1%; B: 16%; C: -6%; D: 15%; E: -24; F: -7%; G: -11%; H: -7

21. COC(=O)c1c(SC)nc2ccccc2c1OCc1cccc(C)c1
  A: .; B: 17%; C: -3%; D: .; E: .; F: 14%; G: .; H: 29

22. COc1ccc(Cn2c(-c3ccc(OC)c(O)c3)nc3ccccc32)cc1O
  A: 0%; B: -2%; C: -12%; D: 8%; E: 0; F: -2%; G: 0%; H: 5

23. CC(C)(C)c1ccc(C(=O)OCC(=O)Nc2sc3c(c2C#N)CCC3)cc1
  A: 0%; B: .; C: -9%; D: 13%; E: 0; F: 3%; G: -2%; H: -22

24. CC(C)n1cc(CN2CCC(C(=O)Nc3ccc(Oc4ccccc4F)cc3)CC2)cn1
  A: 0%; B: -7%; C: 6%; D: -6%; E: -61*; F: -10%; G: 5%; H: 0

25. CCCC(=O)N(CCN1CCOCC1)c1nc2c(OCC)cccc2s1
  A: 5%; B: -22%; C: -3%; D: 9%; E: 22; F: 10%; G: 6%; H: 3

26. CC(C)C[C@@H](CN1CCCC1CN1C(=S)NC[C@@H]1Cc1ccccc1)N1C[C@H](Cc2ccccc2)N(CC2CCCCC2)C1=S (stereo not given in full)
  A: -2%; B: ?; C: 21%; D: -7%; E: -16; F: -5%; G: -22%; H: 9

27. O=C(Cn1nc(CNc2ccc(Cl)cc2)[n+]2c1CCCCC2)c1ccc(Br)cc1
  A: -2%; B: 36%; C: 0%; D: 6%; E: ?; F: 11%; G: -10%; H: -22

28. COc1ccc(-c2nc(-c3ccccc3)ncc2S(C)(=O)=O)cc1
  A: -4%; B: -9%; C: -22%; D: 3%; E: 15; F: 8%; G: 1%; H: 2

29. COc1ccc(Br)cc1S(=O)(=O)NCCCN1CCOCC1
  A: -1%; B: -1%; C: -6%; D: 4%; E: -90*; F: -14%; G: -5%; H: -13

30. CC(Cc1ccccn1)NC(=O)CCc1nnc(C2CCCCC2)o1 (stereo not given)
  A: 9%; B: 1%; C: -2%; D: 10%; E: -11; F: -19%; G: -3%; H: -1

31. COC1(C)CC2C(CC1OC(=O)c1cc([N+](=O)[O-])cc([N+](=O)[O-])c1)C2(C)C (stereo not given)
  A: -30%; B: 7%; C: ?; D: 6%; E: 8; F: ?; G: -10%; H: -2

32. O=C(NCc1ccccn1)[C@@H]1CCCN1C(=O)[C@@H]1CCCN1C(=O)c1cccc2ccccc12
  A: 10%; B: -6%; C: -10%; D: 8%; E: -7; F: 9%; G: 0%; H: 4

33. CCC(C)NC(=O)c1n[nH]c(=O)c2ccccc12 (stereo not given)
  A: -2%; B: -28%; C: 6%; D: -2%; E: 0; F: 22%; G: -4%; H: -7

34. Cn1cc(/C=N/NC(=O)COc2ccccc2[N+](=O)[O-])c2ccccc21
  A: 1%[57.1 µM]; B: -11%; C: -15%; D: 17%; E: -5; F: 1%; G: -7%; H: -5

35. CC(C)(C)OC(=O)N1CCC(NC(=O)c2nc[nH]c2C(=O)N2CCN(c3ccccc3)CC2)CC1
  A: 12%; B: 24%; C: -1%; D: 2%; E: 9; F: 2%; G: -3%; H: 51*

36. CCn1c(SCC(=O)Nc2cc(C)ccc2C)nc2c(c1=O)SC(C)C2 (stereo not given)
  A: -17%; B: 3%; C: -54%[inhibitor]; D: 8%; E: 27; F: 6%; G: -20%; H: 3

37. O=C(Cc1ccccc1)NCC(=O)N1CCc2ccccc2C1
  A: 2%; B: 16%; C: -6%; D: 5%; E: 3; F: -14%; G: -6%; H: -2

38. C/C(=N/NC(=O)C1CCCCC1)c1ccc([N+](=O)[O-])cc1
  A: 13%; B: 20%; C: 1%; D: -1%; E: -28; F: -6%; G: -9%; H: -10

39. COc1cccc(-c2noc(CCC(=O)NCC3CCCO3)n2)c1 (stereo not given)
  A: 0%; B: -5%; C: 10%; D: 1%; E: -5; F: -5%; G: 2%; H: 14

40. CC(C)N(Cc1nc(-c2ccccc2)no1)C(=O)C(C)(C)C
  A: -4%; B: -16%; C: 5%[9.22 µM]; D: 3%; E: 0; F: 18%; G: 4%; H: 2

41. FC(F)(F)c1cnc(-c2cnc(-c3ccncc3)nc2)c(Cl)c1
  A: 1%; B: -5%; C: -7%; D: 0%; E: 0; F: -3%; G: -1%; H: 5

42. OC[C@@H]1[C@@H](c2ccc(Cl)cc2)C(c2ccc(F)cc2)=NN1c1ccccc1
  A: -5%; B: 8%; C: 8%; D: 5%; E: 19; F: -80%[inhibitor]; G: -50%[inhibitor]; H: 7

43. COc1ccc(CCNC(=O)CSc2nnnn2-c2ccccc2)cc1
  A: 9%; B: 14%; C: -8%; D: -1%; E: 6; F: 14%; G: 9%; H: -4

44. O=S(=O)(CC(O)COc1ccc(Br)cc1)c1ccccc1 (stereo not given)
  A: 2%; B: -19%; C: -11%; D: 3%; E: 6; F: 23%; G: 12%; H: -10

45. CCCCN(C)C(=O)c1nc2ccccn2c1CNCCCn1nnc2ccccc21
  A: -3%; B: 13%; C: 3%; D: -4%; E: -2; F: -7%; G: -2%; H: -17

46. O=C(CN1C(=O)S/C(=C\c2ccccc2F)C1=O)NC1CCS(=O)(=O)C1 (stereo not given)
  A: 4%; B: ?; C: 5%; D: 0%; E: 6; F: -3%; G: -2%; H: 5

47. COc1cc2sc(C)nc2c2sccc12
  A: 7%; B: -6%; C: -11%; D: -2%; E: 6; F: ?; G: 3%; H: 3

48. O=C(OCCNC(=O)c1cc2ccccc2oc1=O)c1cccnc1
  A: 18%; B: 22%; C: -15%; D: 0%; E: 23; F: 1%; G: -7%; H: 3

49. CCOc1ccc(NC(=O)c2ccc(NC(=O)CN3C(=O)C(=O)N(CC(C)C)C3=O)cc2)cc1
  A: 20%; B: 15%; C: -1%; D: -9%; E: -29; F: -10%; G: -7%; H: -25

50. Cc1nc2ccccc2n1C(=O)N(C)C
  A: 8%; B: -15%; C: -8%; D: 13%; E: 0; F: 19%[9.22 µM]; G: 0%; H: 2

51. CCOc1ccc(NC(=O)COc2cccc3c2CCN(Cc2cccnc2)C3=O)cc1
  A: 4%; B: .; C: -6%; D: -13%; E: -26; F: -23%; G: 0%; H: -6

52. CCCCn1c(N)c(N(Cc2ccccc2OC)C(=O)C2=COCCO2)c(=O)[nH]c1=O
  A: -3%; B: 19%; C: -5%; D: 7%; E: -1; F: -20%; G: 1%; H: -5
